# Screens as filed in PubChem BioAssay.
# MT stabilizer: microtubule stabilizers in HeLa cells | HeLa tubulin immunostaining HCS, 24 h; share of cells brighter than vehicle mean+2SD | % tubulin-high responders, % at 10 µM | 200,000 tested, 0.83% active;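 active means plate Z-score above 3 for both tubulin-high and condensed-nucleus cell shares, with cell loss under 80%, at 10 µM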;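 further: anti alpha tubulin signal scored within the nucleus-defined area of each cell; some results filed as inactive read as strong as hits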
# Dynein transport: dynein cargo transport inhibition; 3617.4 mouse cells, GR-EGFP nuclear translocation imaging; test concentration mostly 20 µM; stimulated with dexamethasone, 1 µM; stronger effect = lower value; z-score, hits read low; 220,000 tested, 0.47% active;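 active means plate z-score of nuclear minus cytoplasmic receptor signal below a set negative limit, without overly bright fluorescence or cell loss, cut at about -3.5 in these data, passing the limit was not always enough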;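 further: z-score of nuclear minus cytoplasmic ring GR-EGFP intensity difference per well; some compounds called inactive have numbers as strong as hits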
#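 medium = tetracycline-free induction medium containing charcoal-stripped FBS | probe or stimulus = dexamethasone, 1.0 µM final | timing = 48 h induction, then 1 h compound, then 30 min agonist, 37 °C | detection = automated 10x imaging of fixed Hoechst-stained cells | read-out basis = nuclear versus cytoplasmic GR-EGFP signal, averaged per well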
# Insulin prom up: MIN6 insulin promoter up-regulation; MIN6 insulin promoter-GFP reporter, high-content imaging; stronger effect = higher value; z-score at 5 µM; 190,000 tested, 0.3% active; AID 1625;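 active means z-score above 3 at 5 µM with at least 500 cells counted in the well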
# PMI inhibition: MPI inhibition at elevated mannose 6-phosphate – biochemical, fluorescence intensity, high mannose 6-phosphate, primary screen (AID 1220). recombinant PMI enzyme, coupled fluorescence intensity; higher % means a stronger effect. inhibition, % at 20 µM, or IC50 in µM where a hit was titrated. 190,000 tested, 0.66% active
# WT yeast gro inh: growth inhibition of WT yeast, mitochondrial fusion screen | mitochondrial fusion phenotypic screen, WT strain | inhibition, % at 10 µM | 190,000 tested, 2.1% active; in the data active means inhibition above about 58%; tested in S. cerevisiae
# PMI inhibitors: MPI enzyme activity inhibition – biochemical, fluorescence intensity, coupled assay, primary screen (AID 1209). purified PMI enzyme, coupled fluorescence intensity; higher % means a stronger effect. inhibition, % at 20 µM, or IC50 in µM where a hit was titrated. 190,000 tested, 0.42% active;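 further: plate controls were DMSO vehicle for no effect and wells lacking substrate for full effect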
# b-catenin transl: beta-catenin nuclear translocation modulation; 190,000 tested, 0.3% active; HeLa beta-catenin nuclear translocation, immunofluorescence imaging; nuclear translocation activity, % at 5 µM;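 active means nuclear translocation activity above 50% at 5 µM, with a well cell count of 50 or more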;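 further: per-cell ratio of nuclear to cytoplasmic median beta-catenin stain intensity; plate controls were DMSO negative control for no effect and GSK-3 inhibitor IX positive control for full effect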
#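 Technique: fluorescence imaging of beta-catenin antibody stain plus DAPI / Material: human HeLa cell line / Incubation: compound treatment 24 h, 37°C, 5% CO2 / Read-out basis: % activation of per-cell nuclear versus cytoplasmic median beta-catenin signal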
# Yfh1-depleted yeast: enhancers of respiration in Yfh1-depleted yeast, dose response, Friedreich's ataxia, plus single-dose screen (AID 1465) | 220,000 tested, 0.074% active | fold induction at 50 µM; hits with a dose series show EC50 in µM | S. cerevisiae Yfh1-off respiration, WST-1 reduction, 72 h; higher fold induction means a stronger effect;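 active means fold induction of absorbance versus untreated yeast above a set limit, then at least 30% activation at any dose in follow-up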;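 further: activators that raise dye reduction in frataxin-depleted yeast; strong numbers were not always called active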
# Autophagy HCS: autophagy modulation, high-content screen; MEF GFP-LC3 puncta imaging; test concentration mostly 10 µM; calls only at 10 µM (by protocol); 190,000 tested, 0.98% active;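 active means percentage of spot-positive cells more than 3 SD above its plate mean, without a fluorescence outlier flag or 80% toxicity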;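 further: spot-positive cell cutoff set from DMSO-treated cells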
# WT yeast gro inh mutant strain: further read-out of WT yeast gro inh, marked with its call; inhibition, %; mitochondrial fusion phenotypic screen, mutant strain inhibition
# Dynein transport cytoplasmic EGFP: second read-out of Dynein transport, no call of its own (marks repeat the call); z-score; measured here: cytoplasmic GR-EGFP intensity; stronger effect = higher value
# Dynein transport nuclear GR-EGFP: further read-out of Dynein transport, marked with its call; z-score; measured here: nuclear GR-EGFP intensity;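 lower value marks the stronger effect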
# Dynein transport cell count: also measured in Dynein transport; calls as there; z-score; measured here: cell count per field
# Insulin prom up cell count: further read-out of Insulin prom up, marked with its call; cell count; measured here: cytotoxicity, nuclei count;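 total cells summed across four imaged fields per well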
# b-catenin transl cell count 5 µM: second read-out of b-catenin transl, no call of its own (marks repeat the call); cell count; measured here: cell count, cytotoxicity flag
# MT stabilizer Hoechst-high %: further read-out of MT stabilizer, marked with its call; % Hoechst-high responders; measured here: nuclear condensation Hoechst responders;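 share of cells brighter than vehicle mean plus two SD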
# MT stabilizer cytotoxicity %: also measured in MT stabilizer; calls as there; toxicity, %; measured here: cytotoxicity by cell density;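 0% = mean cell density of plate MIN control wells and 100% = no cells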
# Autophagy HCS cell loss 18 h: second read-out of Autophagy HCS, no call of its own (marks repeat the call); toxicity, %; measured here: cell loss, nuclei count;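 cell loss after 18 h compound exposure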
# * marks the source's active call; other numbers are inactive results; i = inactive; . = not tested or not shown; + = active, no number. Unless noted, no stated cut-off is given here; in the data, active means inhibition above about 50%; inactive means the rest. Not a hit list. About 5% of those tested had a hit in this group.
SMILES,MT stabilizer,MT stabilizer Hoechst-high %,MT stabilizer cytotoxicity %,Dynein transport,Dynein transport cytoplasmic EGFP,Dynein transport nuclear GR-EGFP,Dynein transport cell count,Insulin prom up,Insulin prom up cell count,PMI inhibition,WT yeast gro inh,WT yeast gro inh mutant strain,PMI inhibitors,b-catenin transl,b-catenin transl cell count 5 µM,Yfh1-depleted yeast,Autophagy HCS,Autophagy HCS cell loss 18 h
Cc1nc2ccccn2c1C(=O)N/N=C/c1cc(C)n(-c2ccc(Br)cc2)c1C,3.1,1.9,2.2,-1.3,-0.23,-0.41,-0.55,.,.,-7%,20,8,-8%,5.8,436,i,i,-13
COC(=O)c1ccccc1NC(=O)NCc1c(C)nn(C)c1C,2.8,1.6,6.2,-0.12,-0.27,0.034,-0.3,1,1166,2%,-4,-13,5%,0.8,1124,i,i,0
Cc1ccc(Oc2cc(NC(=O)CCCn3nc([N+](=O)[O-])cc3C)cc([N+](=O)[O-])c2)cc1,2.2,2.6,6.4,0.29,-0.32,-0.29,-0.14,-0.45,1142,7%,37,20,28%,.,.,i,i,2
COc1ccc(CCNC(=O)C(=O)NCc2cccs2)cc1OC,11,8.2,18,0.47,-0.3,0.56,-0.39,-1.6,769,2%,25,12,7%,2.0,887,i,i,17
COc1ccccc1CNC(=O)C1CCN(S(=O)(=O)N2CC(C)CC(C)C2)CC1 (stereo unspecified),4.9,3.0,8.4,-0.37,-0.29,0.0085,0.01,0.17,1559,-5%,-21,-26,-8%,2.9,1337,i,i,-4
NC(=O)C[N+]1(CC#CC(O)(c2ccccc2)c2ccccc2)CCCC1,5.0,1.6,3.1,-1.2,-0.32,-0.6,1.1,0.41,1069,9%,-13,-27,37%,-0.4,1029,i,i,8
COCCCNC(=O)CN1C(=O)/C(=C/c2ccccc2C)Sc2ccccc21,0.9,1.9,5.0,-0.36,-0.29,-0.19,0.44,0.69,1256,6%,4,7,0%,0.0,1113,i,i,18
CCOC(=O)C(C)c1nn(C)c(=O)c2ccccc12 (stereo unspecified),6.3,3.2,3.2,-0.54,-0.27,-0.27,0.5,-3.5,1024,8%,13,2,1%,-4.0,1025,i,i,10
COc1c2occc2c(OC)c2c(=O)cc(C(F)(F)F)oc12,1.7,0.8,8.4,0.081,-0.2,0.35,-0.33,1.2,917,4%,-6,-2,6%,.,.,i,i,0
CCCCCOc1ccc(/C=c2\sc3nc(=O)c(-c4ccccc4)nn3c2=O)cc1OC,6.0,2.7,2.7,0.39,-0.087,0.78,-1.4,0.05,1543,4%,-4,14,10%,-0.6,1046,i,i,15
Cc1ccc(OCCCn2c(=O)oc3ccccc32)cc1,2.1,1.6,6.7,-0.38,-0.3,-0.25,0.12,-0.39,1450,6%,15,3,18%,0.4,1018,i,i,2
CCOC(=O)c1ccc(CC(=O)c2ccc(O)cc2O)o1,2.2,1.9,6.1,-0.43,-0.042,-0.055,0.63,-0.41,858,-31%,-11,-14,-14%,-4.7,1173,i,i,-9
COc1cccc(/C=N/NC(=O)C(=O)N2CCCC2)c1OC,2.6,2.2,9.0,2.1,-0.18,1.9,-1.5,0.27,1623,9%,-4,-4,2%,3.4,1451,.,i,13
Cc1ccc2oc(C(F)(F)C(F)F)cc(=O)c2c1,.,.,.,0.63,-0.27,0.28,-0.051,-0.18,1056,.,.,.,.,0.0,1343,i,.,.
Cc1csc2ncnc(NNC(=O)c3ccc(Cl)cc3)c12,.,.,.,0.028,-0.25,-0.0069,-0.024,-0.42,1321,.,.,.,.,-2.0,1152,i,.,.
CCC(=O)Nc1cccc(NC(C)=O)c1,4.6,3.1,8.7,-0.26,-0.22,-0.13,0.41,-0.76,932,-2%,6,15,1%,.,.,.,i,-2
NNC(=O)c1ccc(-c2cccc([N+](=O)[O-])c2)o1,1.3,1.6,8.5,0.29,-0.15,0.053,-0.036,0.14,1420,-7%,0,-7,-9%,-0.9,1078,i,i,16
Cc1cc(C)c(C)c(S(=O)(=O)N2CCN(CC(=O)NC(=O)NCc3ccccc3)CC2)c1C,3.4,1.7,10.0,-0.61,-0.024,-0.095,0.37,-0.38,1200,16%,7,5,18%,-2.5,1529,i,i,-1
c1ccc(-n2cnc3cc(NCc4ccncc4)ccc32)cc1,4.2,2.5,2.9,-0.5,-0.22,-0.13,0.34,0.64,1691,17%,16,4,23%,2.3,951,i,i,6
CCOC(=O)/C(C#N)=C(/C)c1ccc(OC)cc1,2.9,2.8,5.6,0.98,-0.2,0.39,0.74,0.05,1916,4%,12,8,6%,-0.3,1056,i,i,-2
Cc1nccc(-c2ccc3c(c2)OCO3)n1,3.7,3.9,6.5,0.56,-0.31,0.46,-1.1,-1,1251,-1%,2,13,-4%,3.3,1104,i,i,-14
COc1ccc(NC(=O)Nc2cccnc2)cc1,4.4,2.0,9.5,1.3,-0.27,0.86,-0.54,0.27,1176,6%,7,12,-5%,0.0,1068,i,i,2
Cc1ncc(S(=O)(=O)C(C)(C)C)c(N)n1,.,.,.,0.077,-0.26,-0.25,0.3,0.43,1424,.,.,.,.,1.4,1308,i,.,.
COc1ccc(NC(=O)C2CCCN(C(=O)NC3CCCCC3)C2)cc1OC (stereo unspecified),3.3,1.6,9.9,-0.28,-0.2,0.054,0.26,0.73,907,-2%,1,16,7%,-3.1,1177,i,i,15
N#Cc1cnn(Cc2ccc(Cl)cc2)c1N,3.5,2.5,5.5,0.052,-0.28,-0.1,1.4,.,.,12%,1,13,12%,-1.2,1064,i,i,4
CN(C)S(=O)(=O)c1ccc(C(=O)OCCn2cnc3c2c(=O)n(C)c(=O)n3C)cc1,3.1,2.7,2.7,0.046,-0.21,0.14,-0.91,-0.07,1085,-7%,-4,8,-5%,.,.,i,i,-4
COc1ccc(-c2cc(C(F)F)n3ncc(C(=O)NCC4CCCO4)c3n2)cc1 (stereo unspecified),1.2,2.1,7.3,-0.15,0.035,0.2,0.66,-5.4,1403,15%,.,.,16%,-1.0,1121,i,i,-15
Cc1cc(C)c(S(=O)(=O)Nc2ccc(O)c(Sc3ncn[nH]3)c2)c(C)c1,3.1,3.1,2.1,2.7,0.1,1.8,-2.5,0.27,1283,14%,21,-7,7%,-0.9,563,i,i,-7
CCOc1cc(N(CC)CC)ccc1/C=C(/C#N)c1nc2ccccc2[nH]1,12,3.4,13,3.6,9.4,3.6,-0.82,.,.,15%,-2,5,10%,-1.4,1401,.,+,4.8*
C[N+](C)(C)C/C=C1/COCO1,5.2,1.8,6.5,1.9,-0.071,1.4,-2,1.1,1367,19%,-10,-7,35%,-3.5,970,i,i,21
CCOc1cccc(N2C(=O)CC(N3CCN(c4nc5ccccc5s4)CC3)C2=O)c1 (stereo unspecified),1.8,1.0,7.5,2,0.045,1.1,-1,-0.54,874,5%,12,-5,4%,2.7,1133,i,i,-12
c1ccc(CSCc2cn3ccsc3n2)cc1,9.3,8.3,98,0.47,-0.22,0.53,-0.14,0,1206,.,20,29,.,-1.1,1088,i,i,-4
CC1CCCCN1CC(O)COCCC12CC3CC(CC(C3)C1)C2 (stereo unspecified),4.6,1.4,11,-1.6,-0.37,-0.61,1.7,-0.52,1225,2%,51,56,-4%,-0.2,1172,i,+,13*
O=C(O)C1CCC(=O)N1C(=O)OCc1ccccc1 (stereo unspecified),.,.,.,0.066,-0.28,-0.11,1,-0.27,977,.,.,.,.,-0.7,1377,i,.,.
CC(C)CC(=O)Nc1cccc(C(C)O)c1 (stereo unspecified),1.2,2.0,1.2,-0.34,-0.2,-0.3,1.4,0.2,1674,14%,10,0,8%,-1.8,855,i,i,2
O=C(NC1CCCC1)c1ccccc1OCc1ccccc1,2.6,2.4,8.9,-1.5,-0.21,-0.62,0.44,1.7,1585,11%,-2,-3,3%,-1.4,1108,i,i,13
O=C(c1ccc(NS(=O)(=O)c2ccccc2)cc1)N1CCCC1,3.0,1.3,1.4,-0.67,-0.26,-0.29,-0.65,0.83,1032,7%,19,14,12%,-1.4,1058,i,i,-2
COc1ccc(C(=O)Nc2nnc(C(F)(F)F)s2)cc1,1.4,1.8,7.8,-0.67,-0.14,-0.35,1.6,0.08,1171,4%,-8,2,1%,-5.1,976,i,i,-5
COc1ccc(CCNC(=O)c2cccnc2)cc1,1.6,1.5,8.5,-0.64,0.068,-0.2,0.62,0.42,837,5%,3,-7,9%,-5.9,1205,i,i,3
Cc1csc(NC(=O)C2CCCN(S(=O)(=O)c3cnc[nH]3)C2)n1 (stereo unspecified),2.8,3.8,5.8,0.65,-0.18,0.62,-0.3,0.32,955,-14%,-9,-1,-7%,.,.,i,i,-4
COc1ccc(C(=O)NC(=S)NCc2ccco2)cc1,.,.,.,-0.084,-0.22,0.34,0.46,-0.24,978,.,.,.,.,0.6,1280,i,.,.
O=C1c2cnc3nc(SCc4ccccc4)nn3c2CC2c3ccccc3CCN12 (stereo unspecified),1.5,1.3,2.8,1.2,-0.16,1.3,0.49,-1.8,1041,-6%,80*,58*,-3%,-1.6,1425,i,i,-17
